Source: PubChem BioAssay
Growth percent in the NCI-60 one-dose screen (48 h, 10 µM unless noted): 100 = growth as untreated, 0 = no growth, -100 = all killed.
HL-60(TB) = HL-60(TB) leukemia cells; hit rate 9% among 78,000; active = growth percent below 10
* = called active by the depositor; & = joins results of further samples. These rows are one share of the data. The share of hits here may be higher or lower than overall.

SMILES | HL-60(TB)
COc1ccc(C2CC(=O)Nc3c(-c4cccc(Cl)c4)nsc32)cc1OC (configuration not stated) | 89
CN(C)c1nc(NCCNS(=O)(=O)c2ccc(C(=O)/C=C/c3ccc(C(F)(F)F)cc3)cc2)nc(N2CCOCC2)n1 | -25*
O=C1NC2(Nc3ccccc31)C(=O)Nc1c(Cl)cc(Cl)cc12 (configuration not stated) | 106
COc1cc(C2CC(c3cc(OC)c(OC)c(OC)c3)=NN2C=O)ccc1Oc1ccnc2cc(Cl)ccc12 (configuration not stated) | 89
COC(=O)c1ccc(O)c(Cl)c1 | 98
COc1ccc(-c2nc(SCCC(C)C)nc(NNC(N)=O)c2C#N)cc1 | 94
CC(=O)CC(C)=O | 106
COc1ccc(C2CC(c3ccc4c(c3)OCO4)=Nc3c(N)nc(SC)nc3N2)cc1 (configuration not stated) | 71
CCOc1c(C(C)=O)sc(=Nc2ccccc2)n1-c1cccc(-n2c(OCC)c(C(C)=O)sc2=Nc2ccccc2)c1 | 85
O=C(CCCSc1nc(-c2ccccc2)cc(-c2ccccc2)n1)NO | -26*
CCN=c1sc(-c2ccc3ccccc3c2)cn1NC(=O)c1cc2ccc1CCc1ccc(cc1)CC2 | 54
CCc1ccccc1-n1c(C)nc2ccccc2c1=O | 111
COc1ccc2c(c1)CC[C@H](O)/C2=C/c1cc(OC)c(OC)c(OC)c1 | -20*
COC(=O)CC[C@@H]1O[C@@H](c2ccccc2)C[C@H]1O | 101
CCCCCCCC(=O)NCc1ccc(O)c(OC)c1 | 82
CCCc1ccc(C2=NN(c3ccc(S(N)(=O)=O)cc3)C(=O)CC2)cc1 | 108
Cc1ccc(-c2nc(N3CCCN(C(=S)Nc4ccccc4)CC3)c3ccccc3n2)cc1 | 99
COc1cc2c(cc1OCCCOc1ccc(-c3cc4ccccc4c4ccccc34)cc1)N=C[C@@H]1CCCN1C2=O | -12*
CN(C(=O)/C=C/c1ccccc1)c1ccccc1 | 79
O=C(Nc1ccc(Nc2nncc3ccccc23)cc1)c1ccc(Cl)cc1 | 103

Given tab-delimited: entries from further up
canonical_smiles	HL-60(TB)
CN(C(=O)/C=C/c1ccccc1)c1ccccc1	79
COc1cc2c(cc1OCCCOc1ccc(-c3cc4ccccc4c4ccccc34)cc1)N=C[C@@H]1CCCN1C2=O	-12*
COc1ccc2c(c1)CC[C@H](O)/C2=C/c1cc(OC)c(OC)c(OC)c1	-20*
Cc1ccc(-c2nc(N3CCCN(C(=S)Nc4ccccc4)CC3)c3ccccc3n2)cc1	99

Look-ups from above.
For HL-60(TB), COc1ccc2c(c1)CC[C@H](O)/C2=C/c1cc(OC)c(OC)c(OC)c1 has -20*
For HL-60(TB), CN(C(=O)/C=C/c1ccccc1)c1ccccc1 has 79

The list goes on.
SMILES | HL-60(TB)
Nc1n[nH]c2ccc([C@@H]3Nc4ccc5cn[nH]c5c4[C@H]4C5CCC(C5)[C@@H]34)cc12 (some centres not stated) | -29*
O=C(NCc1ccccc1)C(c1ccc(O)cc1)N(C(=O)CCc1ccccc1)C1CC1 (configuration not stated) | 100
COC(=O)C1C2c3ccccc3C(c3ccccc32)C1C(=O)OC (configuration not stated) | 104
Oc1ccc(-c2nnc(CSc3nnc(-c4ccncc4)o3)o2)cc1 | 61
COCCOC(=O)c1ccc(OC)cc1 | 84
CCCCCOc1ccc(C(=O)/C(Br)=C/C(=O)O)cc1 | 69
Cc1ccc(OCC(=O)O)cc1C | 78
COc1cccc(CNc2ncnc3c2ncn3C2OC(CO)C(O)C2O)c1O (configuration not stated) | -47*
c1ccc(Cc2nc3ccccc3c3cc[nH]c23)cc1 | 79
C=CC(=O)Nc1cccc(-c2nc(SC)nc(Nc3ccccc3OC)c2C#N)c1 | 14
Nc1ccncc1CO | 100
O=C(CBr)Nc1ccc(C(=O)O)c(O)c1 | 99
CCCC1CCC(=C2C(=O)CCC2=O)O1 (configuration not stated) | 153&148
Cc1cccc(N=Nc2sc(-n3[nH]c(=O)ccc3=O)nc2C)c1 | 99
O=C1CCCCCN1 | 126
O=C(O)c1ccccc1-c1nc2ccccc2s1 | 100
C=CCn1cc(/C=C/C(=O)c2cc3ccccc3oc2=O)c2ccccc21 | 99
O=C(Nc1cc(Cl)cc(Cl)c1)N1CCOCC1 | 92
COc1ccc(-c2nc(-c3nc4ccc(OC)cc4[nH]3)c3ccccn23)cc1 | 52
COc1ccc(/C=N/NC(=O)c2c(Nc3ccccc3)nn(C)c2N)cc1OC | 108
COc1ccc(-c2cc(-n3nnnc3-c3ccccc3)no2)cc1 | 94
Cc1ccc(S(=O)(=O)NCCNc2nccc(-c3c(-c4ccccc4)nc4sccn34)n2)cc1 | 99
O=C(NS(=O)(=O)c1ccc2ccccc2c1)n1cc(-c2ccncc2)c(-c2ccc(Cl)c(O)c2)n1 | 43
CCOC(=O)Cn1c(C)cc(C)c(C#N)c1=O | 101
O=C(O)CC(CC(=O)c1ccccc1)c1ccccc1 (configuration not stated) | 107
O=C(/C=C\c1ccc(C(=O)Nc2ccc(C3=NCCN3)cc2)cc1)Nc1ccc(C2=NCCN2)cc1 | 153
Nc1ccn(C2OC(F)(CO)C(O)C2F)c(=O)n1 (configuration not stated) | 12
CC1(C)CC(=O)C2=C(C1)OC(C(=O)c1ccc(N=[N+]=[N-])cc1)C2c1cccc([N+](=O)[O-])c1 (configuration not stated) | 112
COc1ccccc1C1C2=C(CC(C)(C)CC2=O)N(CCc2ccc(S(N)(=O)=O)cc2)C2=C1C(=O)CC(C)(C)C2 | 107
COc1cccc(/C(O)=C2\C(=O)C(=O)N(CCN3CCCC3)C2c2ccc3c(c2)OCO3)c1 (configuration not stated) | 112
Cc1csc(-c2nnn(-c3ccccc3)c2N)n1 | 95
C(=C1c2ccccc2-c2ccccc21)c1ccccn1 | 52
COc1ccc(Nc2nc(/N=C/c3ccc(O)cc3)n[nH]2)cc1 | 104
CCN(CC)CCOC(=O)c1ccc(NC(=O)Nc2ccccc2)cc1 | 101
Clc1ccc(OCOc2ccc(Cl)cc2)cc1 | 89
Cc1cc(-c2ccc(N=Nc3c(N)c(S(=O)(=O)O)cc4cc(S(=O)(=O)O)ccc34)c(C)c2)ccc1N=Nc1c(N)ccc2cc(S(=O)(=O)O)ccc12 | 53
O=C(/C=C/c1ccc(Cl)c(Cl)c1)Nc1ncc(Cc2ccc(Cl)c(Cl)c2)s1 | 48
CCCCC1(O)CCCC1 | 101
O=C1CCN(c2ccc(-c3ccsc3)cc2)N1c1ccc(-c2ccsc2)cc1 | 100
CCCCOC(=O)c1ccccc1C(=O)O | 61
COc1cc(C2CC(c3ccc4c(c3)OCO4)=NN2C=O)ccc1OCCN(C)C (configuration not stated) | 100
COc1ccc(-c2n[nH]c(CN3N=C(C)CC3=O)n2)cc1 | 102
O=C(S)CN1C(=O)c2ccccc2C1=O | 107
CCOC(=O)c1ncc(-c2cc(C(F)(F)F)cc(C(F)(F)F)c2)c(NC2CCCCCC2)n1 | 80
COc1cc(NC(=O)[C@@H]2C[C@H]2c2ccccc2)c(C(N)=O)cc1OC | 99
CC1CC(=O)Nc2ccccc2N1 (configuration not stated) | 104
O=[N+]([O-])c1ccc(Cl)c(Nc2n[nH]c(-c3ccccc3)n2)c1 | 92
CCCCCN(CCCCC)CCCNc1c2c(nc3ccc(Cl)cc13)CCCC2 | 49
Cc1ccc(C(SCCNCc2cc(N(C)C)ccn2)(c2ccccc2)c2ccccc2)cc1 | -41*
CCCSc1ccc([N+](=O)[O-])cc1[N+](=O)[O-] | 109

The list goes on:
SMILES | HL-60(TB)
Cc1ccc(-c2ccnc3c2c(-c2ccccc2)nn3-c2ccccc2)cc1 | 96
CCN(CC)Cc1c(O)ccc2c(=O)c(-c3ccc(OC)c(OC)c3)coc12 | 102
CCN(CC)CCCNc1nccc2ccc(Cl)cc12 | 99
N#Cc1cccc(Cl)c1 | 125
CN1c2ccccc2Sc2cc(C=C(C#N)C#N)ccc21 | 93
Cc1ccc(-c2cc(-c3ccccc3)nc(Nc3nc4ccccc4[nH]3)n2)cc1 | 107
COc1ccc(CC#N)cc1OC | 83
Cc1ccc(C(=O)Nc2ccccc2OCc2cccc(C(=O)NCCN)c2)[nH]1 | 97
N=c1c(S(=O)(=O)c2ccc(Cl)cc2)cc2c(=O)n3ccccc3nc2n1Cc1ccccc1 | 83
CC(C)=CC/C=C(/C)[C@H]1CC[C@]2(C)[C@@H]1CC[C@@H]1[C@@]3(C)C/C(=C/c4cccc([N+](=O)[O-])c4)C(=O)C(C)(C)[C@@H]3CC[C@]12C | 96
Cc1c(Cl)cccc1N1C(=O)CC(Sc2ccccc2N)C1=O (configuration not stated) | 91
O=C(O)/C=C/C(=O)Nc1cccc(Cn2nnc3cc(Cl)c(Cl)cc32)c1 | 112
S=C(SCc1cc(Cl)cc2c1OCOC2)N1CCSCC1 | 98
CCOC(=O)C(CC)n1c(=O)c2cc(OC)c(OC)cc2c2cnc3[nH]ccc3c21 (configuration not stated) | 62
CC(C)CC(N)=O | 94&100
COc1ccc(C(=O)c2ccc3[nH]c(=O)nc(N)c3c2)cc1OC | 104
O=C(O)CCNC(Cc1ccc(O)cc1)C(=O)O (configuration not stated) | 94&94
O=C(CCOCCOCCOCCNC(=O)COc1ccc2c(c1)OCC(c1ccc(F)cc1)C2=O)NCCCC(O)(P(=O)(O)O)P(=O)(O)O (configuration not stated) | 127
CCOC(=O)C1=C(C(=O)c2ccc(OC)cc2)C(c2c(Cl)cccc2Cl)C(C(=O)c2ccc(OC)cc2)=C(C(=O)OCC)N1 | 97
COc1ccc(S(=O)(=O)N2C(=O)N(S(=O)(=O)c3ccc(OC)cc3OC)[C@H](OC)[C@H]2OC)c(OC)c1 | 105

Three of these compounds, reformatted:
mol	HL-60(TB)
O=C(/C=C/c1ccc(Cl)c(Cl)c1)Nc1ncc(Cc2ccc(Cl)c(Cl)c2)s1	48
O=C(/C=C\c1ccc(C(=O)Nc2ccc(C3=NCCN3)cc2)cc1)Nc1ccc(C2=NCCN2)cc1	153
Cc1csc(-c2nnn(-c3ccccc3)c2N)n1	95

(continued)
SMILES | HL-60(TB)
O=c1cc(Cn2cnc3c(NCc4ccco4)ncnc32)c2cc(Br)ccc2o1 | 98
CC(C)CCOC(=O)Nc1cccc(Cl)c1 | 105
Cn1c(=O)c2c(nc(N3CCCCC3)n2C)n(C)c1=O | 107
c1cc(OCCN2CCCCC2)ccc1CNc1ccc2nc(CCC3CCCCC3)[nH]c2c1 | -32*
C#Cc1c2c(c(OC)c3c1OCO3)[C@H]([C@H]1OC(=O)c3c1ccc(OC)c3OC)N(C)CC2 | 73
COc1ccccc1-n1cc(C#N)c(N)c1C(=O)c1ccc(Cl)cc1Cl | 1.3*
Cn1cc(-c2nc3ccccc3[nH]2)c2cccnc21 | 96
O=c1oc2ccc(-c3ccc(F)cc3F)cc2c(=O)n1-c1ccc([N+](=O)[O-])c(C(F)(F)F)c1 | 101
CC(C)[P+](c1ccccc1)(c1ccccc1)c1ccccc1 | 18
CCCCC1CCC(=O)O1 (configuration not stated) | 115
CC[C@]12C=CCN3CC[C@@]4(c5ccc(OC)cc5N(C)[C@H]4[C@@](O)(C(=O)OC)[C@@H]1OC(=O)CCCBr)[C@@H]32 | 90
CCOc1ccc(/C=C/C=N/NC(N)=S)cc1 | 42
O=C(CSc1ccc(-c2nc3ccccc3[nH]2)cn1)N1CCN(c2ccccc2F)CC1 | 65
Cc1cc(=O)oc2cc(OCc3c(F)cccc3Cl)ccc12 | 84
CCN(CC)CCOC(=O)c1ccc(C)cc1 | 103
Clc1ccccc1N=Nc1ccccn1 | 131
N#CC(c1ccc([N+](=O)[O-])cc1)C(CC(=O)c1ccccc1)c1ccccc1 (configuration not stated) | 91&87
CC(=O)OC1CC2CCC1(c1ccccc1)C2 (configuration not stated) | 112
O=C(Cn1cc(COc2ncnc3sc4c(c23)CCCC4)nn1)Nc1ccccn1 | 107
O=C(Cn1cc(COc2ncnc3c2cnn3-c2ccccc2)nn1)Nc1ccc([N+](=O)[O-])cc1 | 109

3 entries picked at random from the list so far, as already listed:
SMILES | HL-60(TB)
CCOc1ccc(/C=C/C=N/NC(N)=S)cc1 | 42
CC[C@]12C=CCN3CC[C@@]4(c5ccc(OC)cc5N(C)[C@H]4[C@@](O)(C(=O)OC)[C@@H]1OC(=O)CCCBr)[C@@H]32 | 90
CCN(CC)CCOC(=O)c1ccc(C)cc1 | 103

Next section:
SMILES | HL-60(TB)
COC(=O)C1(C)CCC[C@]2(C)[C@H]3C[C@H]4C(C(C)C)=C[C@]3(CC[C@@H]12)[C@H]1[C@@H]4[C@@H](OCC#Cc2ccc([N+](=O)[O-])cc2)CC[C@@H]1OCC#Cc1ccc([N+](=O)[O-])cc1 (some centres not stated) | 102
CCCCCCCCCCCCNC(=O)[C@H]1CSC(c2cc(Br)cs2)N1 (some centres not stated) | -37*
COc1ccc(Nc2csc(Nc3cnccn3)n2)cc1 | 101
COc1ccc(/C=C/C(=O)c2ccc(Nc3ncnc4ccccc34)cc2)cc1OC | 76
CC(=O)NCc1cc(C)c(C)cc1C | 99
COc1ccc(CCN(Cc2cc(OC)c(OC)c(OC)c2)c2c(NC3CCCCC3)oc(=O)c3ccccc23)cc1OC | 110
O=P(O)(O)c1ccccc1Br | 104
CCN(CC)CCOc1cc(C)ccc1C | 102
COc1ccc(OC)c(-c2[nH]c3ncc(-c4ccc(F)cc4)n3c(=O)c2C#N)c1 | 87
OCCc1nccnn1 | 144
O=C(Nc1nc2ccc(Cl)cc2s1)c1cc(-c2ccc(F)cc2)n2nc(-c3ccccc3)cc2n1 | 90
COc1ccc(/C=C/c2cc(/C=C/c3ccc(OC)c(OC)c3OC)n(-c3ccc(OC(F)(F)F)cc3)n2)c(OC)c1OC | 103
O=C1CC(c2ccccc2)Oc2ccc(O)cc21 (configuration not stated) | 73
O=C(C1CC1)N(C(=O)C1CC1)c1ncc(-c2ccc(C(F)(F)F)cc2)c(NC2CCCCCC2)n1 | 75
COc1ccc(C(C)c2ccc(OC)cc2)cc1 | 97
